# From PubChem
# TrxR1 inh – inhibitors of rat thioredoxin reductase 1; recombinant rTrxR1, NADPH fluorescence consumption, selenite substrate; Potency, µM (highest dose often 114 µM), for the others: top-dose activity change, negative = inhibition, actives largely listed as inhibitors; hit rate 1% among 390,000; also: % is scaled to controls: 0 for no effect and ±100 for the full control effect; nearly all actives have a fitted effect of over 65% in size
#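 Rat TrxR1 (90 nM in the dispensed reagent) was pre-reduced with 400 uM NADPH for 5 min at room temperature, then incubated with compound for 15 min. After 400 uM selenite was added, NADPH fluorescence (Ex 340/Em 450 nm) was followed for 8 min.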
# Pin1 inhibitor – blocks the human prolyl isomerase Pin1. AID 504891. Pin1 FP peptide displacement, HiFluor488, 10 min. Potency, µM (series often up to 115 µM), for inactives: at the highest dose activity, negative = inhibition, actives largely listed as inhibitors. hit rate 0.009% among 390,000; active = well fitted inhibition curve with a large enough effect in the polarisation, with a control signal flat, not every such curve was filed as active; inconclusive = small, poorly fitted or top-dose-only effect, or effect the other way, or a change in a side signal; inactive = no such curve, though single readings can be large or run the other way; the % refers to the polarisation; also: % is scaled to controls: 0 for no effect and ±100 for the full control effect
# Target sequence (Q13526 whole entry, looked up): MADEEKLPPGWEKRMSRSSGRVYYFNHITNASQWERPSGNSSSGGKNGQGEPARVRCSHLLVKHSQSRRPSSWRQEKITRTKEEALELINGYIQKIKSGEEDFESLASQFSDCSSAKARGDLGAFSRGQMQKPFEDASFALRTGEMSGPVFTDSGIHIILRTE
# ALOX12 inh – blocks human arachidonate 12S-lipoxygenase; P18054; purified 12hLO, xylenol orange hydroperoxide absorbance; Potency, µM (doses to about 108 µM), inactives show at the highest dose activity change, negative = inhibition, usual class: inhibitors; hit rate 1.1% among 580,000; also: % is scaled to controls: 0 for no effect and ±100 for the full control effect
# Target sequence (P18054 whole entry, looked up): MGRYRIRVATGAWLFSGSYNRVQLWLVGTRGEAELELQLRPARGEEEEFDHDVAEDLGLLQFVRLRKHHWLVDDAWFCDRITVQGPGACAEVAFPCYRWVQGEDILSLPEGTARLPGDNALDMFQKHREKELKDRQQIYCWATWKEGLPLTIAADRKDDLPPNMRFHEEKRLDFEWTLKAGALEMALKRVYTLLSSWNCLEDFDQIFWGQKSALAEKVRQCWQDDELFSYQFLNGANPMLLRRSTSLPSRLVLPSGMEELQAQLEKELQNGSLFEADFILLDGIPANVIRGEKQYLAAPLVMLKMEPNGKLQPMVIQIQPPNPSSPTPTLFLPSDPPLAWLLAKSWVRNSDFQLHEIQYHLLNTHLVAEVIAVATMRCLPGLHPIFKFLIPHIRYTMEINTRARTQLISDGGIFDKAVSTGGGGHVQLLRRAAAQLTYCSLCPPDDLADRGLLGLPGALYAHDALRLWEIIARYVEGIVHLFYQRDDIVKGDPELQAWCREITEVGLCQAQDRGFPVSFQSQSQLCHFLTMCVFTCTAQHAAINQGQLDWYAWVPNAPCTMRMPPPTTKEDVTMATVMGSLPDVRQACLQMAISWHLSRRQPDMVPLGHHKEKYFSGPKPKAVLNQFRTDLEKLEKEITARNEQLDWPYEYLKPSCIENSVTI
#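 Purified human 12hLO at 150 nM in 25 mM Hepes, 0.01% Triton X-100, pH 7.0, preincubated 15 min at room temperature with compound. Reaction started with 40 uM arachidonic acid, 30 min at room temperature. Hydroperoxide measured by Fe-xylenol orange, 573/405 nm absorbance ratio.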
# Tb PGK inh – inhibitors of T. brucei phosphoglycerate kinase. PGK/GAPDH coupled, Kinase-Glo luminescence, 60 min. Potency, µM (highest dose often 57.5 µM), for inactives: at the top dose activity change, negative = inhibition, hits mostly inhibitors. hit rate 0.043% among 380,000; also: % is scaled to controls: 0 for no effect and ±100 for the full control effect; nearly all actives have a fitted effect of over 60% in size
#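 Luminescent ATP detection (Kinase-Glo Plus) follows a 60-minute room-temperature incubation, with wells lacking PGK as controls. Buffer: 100 mM TEA (pH 7.6), 5 mM MgCl2, 0.01% Tween-20. Coupling enzyme GAPDH (100 nM final) supplies unstable 1,3-BPG in-well.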
# GLS inhibitor – glutaminase GLS (human) inhibition; GLS enzymatic activity, qHTS titration; hit rate 0.21% among 410,000; O94925; Potency, µM (series often up to 45.5 µM), for inactives: top-dose activity change, negative = inhibition, most hits filed as inhibitors; also: % is scaled to controls: 0 for no effect and ±100 for the full control effect
#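 Two-point fluorescence kinetic (t0, 30 min RT) for hKGA; glutamate detected via glutamate oxidase–HRP–Amplex Red. Substrate: 1 mM L-glutamine solution; buffer 45 mM KH2PO4, pH 8.2.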
# HP1b binding inh – HP1-beta chromodomain-methylated histone interaction inhibition; AlphaScreen HP1-beta / biotin-H3K9me3 peptide binding; Potency, µM (doses to about 114 µM), without a hit: at the top dose activity change, negative = inhibition, usual class: inhibitors; hit rate 0.56% among 390,000; AID 540317; also: nearly all actives have a fitted effect of over 70% in size; inactives centre near 23
#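 AlphaScreen: HP1-beta (50 nM) preformed 30 min with biotin-H3(1-18)K9me3 peptide (50 nM) in PBS pH 7.4, 0.01% Tween-20. Compound added for 30 min at RT, then streptavidin donor/nickel chelate acceptor beads (10 ug/mL) for 30 min.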
# ERG Ets-DNA blk – inhibitors of human ERG Ets domain-DNA interaction; AID 624246; P11308; Potency, µM (titrated, usually from 76.9 µM), without a hit: at the top dose FP activity, negative = inhibition, usual class: inhibitors; hit rate 0.028% among 370,000; fluorescence polarization, His-ERG Ets domain / labelled DNA; active = well fitted inhibition curve with a large enough effect in the polarisation, with a control signal flat; inconclusive = small, poorly fitted or top-dose-only effect, or effect the other way, or a change in a side signal; inactive = no such curve, though single readings can be large or run the other way; the % refers to the polarisation;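 also: polarization taken with two DNA probes labelled with fluorescein and Texas red; % of control where 0% means no effect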
#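 His-tagged ERG Ets domain (1 uM in the protein solution; 300mM KCl, 50mM Tris-HCl, 1mM EDTA, 1mM DTT, pH 7.5) received compound, then a probe mix of 5 nM fluorescein-DNA and 100nM Texas-615-DNA. Fluorescence polarization was read for both dyes.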
# JMJD2A Tudor inh – inhibitors of human JMJD2A Tudor domain | O75164 | Potency, µM (top dose mostly 114 µM), inactives show at the top dose activity change, negative = inhibition, hits mostly inhibitors | AlphaScreen JMJD2A-Tudor / H3K4me3 peptide binding | hit rate 4.4% among 390,000; also: % is scaled to controls: 0 for no effect and ±100 for the full control effect; nearly all actives have a fitted effect of over 50% in size
# RGS4 inhibitor – inhibitors of human regulator of G protein signaling 4 | Potency, µM (doses to about 114 µM), without a hit: at the top dose activity change, negative = inhibition, actives largely listed as inhibitors | Transcreener GDP fluorescence polarization, RGS4-accelerated GTP hydrolysis | P49798 | hit rate 0.039% among 390,000 | AID 504845; also: % is scaled to controls: 0 for no effect and ±100 for the full control effect; nearly all actives have a fitted effect of over 75% in size; some results filed as inactive show a strong effect at the top dose
# Target sequence (P49798 whole entry, looked up): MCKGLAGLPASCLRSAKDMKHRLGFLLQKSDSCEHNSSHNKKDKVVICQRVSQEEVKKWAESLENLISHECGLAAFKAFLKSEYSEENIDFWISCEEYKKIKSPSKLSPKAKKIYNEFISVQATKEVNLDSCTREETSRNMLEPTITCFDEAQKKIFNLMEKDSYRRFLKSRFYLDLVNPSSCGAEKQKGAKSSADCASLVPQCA
#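 MLSMR compounds (23 nl, pin-transferred) preincubated 10 min at room temperature with a 500nM (2x) first reagent, then RGS4 at 900nM (2x) plus Transcreener GDP mix added; fluorescence polarization (620/688 nm) read before and after 90 min at 30 °C.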
# Active calls of the source: *; i = inactive; ? = inconclusive; · = no result given; & = joins results of further samples; [ ] = another dose, or the depositor's remark. Unless noted, calls follow the shape of the dose curve; as a rule, active = well fitted curve in the direction sought with a large enough effect; inconclusive = small, poorly fitted or top-dose-only effect, or another doubt; inactive = no such curve, though single readings can be large; an effect the other way counts as inactive or inconclusive. Potency is read from the fitted curve at half-maximal effect.
cpd	SMILES	TrxR1 inh	Pin1 inhibitor	ALOX12 inh	Tb PGK inh	GLS inhibitor	HP1b binding inh	ERG Ets-DNA blk	JMJD2A Tudor inh	RGS4 inhibitor
1	CCCNC(=O)CSc1nnc(C)s1	23%	0%	8%	-2%	14%	-1%	5%	-26%	8%
2	CSc1ccc(CN2CCCC(CNC(=O)c3ccc(F)cc3)C2)cc1 (stereo not given)	13%[57.1 µM]	-11%	-2%	-6%	2%	6%	3%	-19%	-4%
3	Cc1ccc(OCC(=O)Nc2nc(-c3ccccn3)cs2)c(C)c1	-10%	2%	·	-9%	3%	-9%	2%	-27%	-29%
4	CCOC(=O)c1cnc2c(ccc3ccccc32)c1Nc1cccc(C(F)(F)F)c1	18%	1%	2%	-9%	10%	39%[activator]	1%	-2%	6%
5	COc1cc(C(=O)NNC(=O)c2ccoc2C)cc(OC)c1OC	1%	-3%	0%	3%	5%	45%[activator]	-1%	-13%	22%
6	Cn1nc(C(=O)N2CCN(C(c3ccccc3)c3ccccc3)CC2)c2ccccc2c1=O	47%[activator]	-1%	-9%&3%	i	-4%	39%[activator]	4%	-5%[11.4 µM]	-6%[11.4 µM]
7	c1ccc(C[C@H]2CN=C(Nc3ccccc3)N2CC2CCC2)cc1	9%[57.1 µM]	-3%	5%	i	-2%	33%	2%	?	4%
8	Cc1c(N2C(=O)SC(CC(=O)O)C2=O)c(=O)n(-c2ccccc2)n1C (stereo not given)	-1%	-1%	6%	5%	7%	26%	-8%	-20%	21%
9	COc1cc(NC(=O)CN2C(=O)COc3ccc(S(=O)(=O)NC4CCCC4)cc32)cc(OC)c1	7%	0%	-9%	-1%	-5%	42%[activator]	0%	-2%	-17%
10	Cc1cc(C(=O)CSc2nc(N)cc(=O)[nH]2)c(C)n1-c1cccc(F)c1	-5%	4%	-13%	i	4%	-6%	·	-27%	-7%
11	COc1ccc(CN(C)CC2CCCN(CCc3ccc(Cl)cc3)C2)cc1OC (stereo not given)	5%	-1%	0%	-8%	0%	12%	1%	-26%	-19%
12	CC(=O)OCC(=O)[C@@]1(O)CC[C@H]2[C@@H]3C[C@H](C)C4=CC(=O)C=C[C@]4(C)[C@H]3[C@@H](O)C[C@@]21C	28%	6%	10%	-5%	-11%	23%	15%	-2%	5%
13	Cc1ccc(C23CC4CC(CC(C(=O)NC(C(=O)O)C(C)C)(C4)C2)C3)cc1 (stereo not given)	21%	2%	0%	-6%	-9%	29%	-6%	-15%	24%
14	O=C(Nc1nccs1)C1CC=CCC1C(=O)OCC(F)(F)C(F)F (stereo not given)	13%	0%	-35%	i	2%	30%	7%	-7%	10%
15	O=C(N/N=C/c1ccco1)c1cc(-c2ccncc2)nc2ccccc12	-7%	-1%	8%	-10%	0%	29%	8%	?	-9%
16	O=C(COC(=O)CCC(=O)c1ccc(Cl)cc1)NCc1ccc(F)cc1	12%[57.1 µM]	1%	-17%	4%	-13%	30%	3%	3%	-3%
17	COc1ccc(NC(=O)Cn2c(=O)n(-c3ccc(OC)c(OC)c3)c(=O)c3ccccc32)cc1	18%	-4%	-25%	-7%	3%	5%	-2%	-9%	30%
18	N#Cc1c(NC(=O)CCC(=O)O)sc2c1CCCCC2	-37%	?	?	-1%	-1%	?	13%	45µM*	?
19	O=c1cc(CN2CCN(c3ccccn3)CC2)nc2sccn12	17%	2%	-19%	i	-2%	6%	3%	-23%	18%
20	COCCN(CC(=O)Nc1cccc(C)c1C)C(=O)Cn1c(=O)cnc2ccccc21	15%	-3%	?	-13%	4%	16%	1%	-7%	-10%
21	CCCCSc1nc2sc3c(c2c(=O)n1-c1ccccc1)CCN(C)C3	-12%	25%	?	·	-20%	-3%	12%	?	1%
22	COCC(=O)Nc1ccc2c(c1)OCC(=O)N2Cc1ccccc1F	7%	4%	12%	-9%	-2%	24%	6%	0%	9%
23	CCN(CC)C(=O)CN(c1cccc(C(F)(F)F)c1)S(C)(=O)=O	8%	1%	-1%	11%	15%	20%	-3%	-2%	1%
24	CC1(C)Cc2c(sc(/N=C/N3CCCC3)c2C#N)C(C)(C)N1	-1%	-1%	14%	-1%	3%	2%	-3%	-15%	-28%
25	COC(=O)c1[nH]nc(-c2ccccc2)c1-c1ccccc1	19%[11.4 µM]	-11%	128%[activator]	-7%	0%	0%	-25%	-11%	-10%
26	Cn1c(=S)[nH]c2[nH]c(=O)cnc2c1=O	?	-1%	-21%	3%	10%	25%	-11%	89µM*	-6%
27	O=c1[nH]ncn1-c1ccccc1C(F)(F)F	12%	4%	16%	-3%	11%	11%	-1%	-12%	19%
28	Cc1ccc2oc(=O)n(Cc3ccc(OC(C)C)cc3)c2c1	22%	0%	?	-7%	-2%	137%[activator]	-3%	84%[activator]	-3%
29	C=CCN(c1ccc(C(=O)NCCCn2ccnc2)cc1)S(C)(=O)=O	22%	-7%	-11%	-8%	-1%	37%	13%	-14%	-2%
30	Cc1ccc(S(=O)(=O)NCCC(=O)Oc2ccc3ccc(=O)oc3c2)cc1	56µM*	2%	-19%	i	12%	9%	3%	-16%	2%
31	COC(=O)C1=CN(CC2CCCO2)C=C(C(=O)OC)C1c1cccc(O)c1 (stereo not given)	36%[activator][57.1 µM]	-4%	19%	i	0%	68%[activator]	5%	1%	6%
32	CCOc1ccc(C2CC(c3ccc(CC)cc3)Nc3nc(N)nn32)cc1 (stereo not given)	17%	1%	180%[activator]	-8%	10%	30%	7%	-36%	-16%
33	O=[N+]([O-])c1cccc(Nc2c([N+](=O)[O-])ccc3nonc23)c1	-14%[57.1 µM]	11%	2%	-2%	-1%	16%	15%	?	8%
34	CC(=O)c1cccc(NC(=O)Cn2cnc(S(=O)(=O)N3CCCCC3)c2)c1	6%	6%	-23%	10%	-6%	30%	6%	-11%	-4%
35	CN1CCN(C(=O)OCCOCCOC(=O)N2CCN(C)CC2)CC1	12%[57.1 µM]	-2%	0%	i	-1%	19%	11%	-10%	11%
36	CC(C)(C)n1nc2c(c1NC(=O)c1ccccc1C(F)(F)F)CS(=O)(=O)C2	0%	1%	0%	-5%	1%	40%[activator]	1%	4%	-33%
37	COc1cccc(C(C(=O)NC2CCCC2)N(C(=O)c2ccco2)c2ccccc2F)c1OC (stereo not given)	14%	3%	-15%	0%	7%	13%	0%	-11%	-23%
38	Cc1cc(NC(=O)c2cc(S(=O)(=O)N3CCCCC3)ccc2C)n(-c2ccccn2)n1	3%	-12%	-1%	-1%	3%	19%	5%	-15%	-11%
39	CC(=O)c1ccc(S(=O)(=O)NCC(=O)NC(c2nc3ccccc3[nH]2)C(C)C)cc1 (stereo not given)	12%	2%	?	-7%	9%	13%	7%	-28%	-48%
40	O=C(CN(C1CCCCC1)S(=O)(=O)c1ccc(Cl)cc1)NCc1ccncc1	17%	-7%	-10%	-2%	15%	3%	·	-19%	1%
41	Cc1cccc(NC(=O)c2cc([N+](=O)[O-])ccc2N2CCN(C)CC2)c1	9%[57.1 µM]	-8%	-14%	-7%	-4%	-7%	3%	-19%	17%
42	COc1cccc(N=C2SC(CC(=O)Nc3ccccc3)C(=O)N2Cc2ccccn2)c1 (stereo not given)	17%[57.1 µM]	6%	-8%	i	1%	14%	1%	-28%	-43%
43	CCOc1ccc(/C=C(\C#N)C(=O)Nc2ccccn2)cc1	22%	-6%	13%	i	-4%	7%	17%	-16%	3%
44	COc1ccc(C(=O)N/N=C\c2ccoc2)cc1	-30%	5%	9%	-5%	-11%	27%	-11%	-24%	13%
45	CCc1ccc(NC(=O)CSC2=Nc3ccccc3C3=NC(CCC(=O)NCc4ccccc4)C(=O)N23)cc1 (stereo not given)	16%[57.1 µM]	41%[activator]	-22%	i	20%	52%[activator]	4%	-22%	-7%
46	CCCOc1ccc(C2C(C#N)=C(N)Oc3nc[nH]c(=O)c32)cc1OC (stereo not given)	10%[57.1 µM]	2%	-2%	i	-1%	55%[activator]	-1%	-7%	-22%
47	Cc1nnc(OCC(=O)NCCC2=CCCCC2)c2ccccc12	26%	-8%	8%	·	4%	28%	·	-1%	-10%
48	COc1ccc2c(CC(=O)OCC(=O)N3CCc4ccccc43)coc2c1	9%	14%	45%[activator]	18%	8%	-24%	-3%	?	-47%[56.9 µM]
49	CC1CCN(CCCCOc2cccc(Br)c2)CC1	10%	3%	-18%	-3%	-5%	?	-8%	1.8µM*	?
50	Cc1ccccc1NC(=O)NNC(=O)OC(C)(C)C	14%	0%	0%	i	-2%	34%	14%	17%	-27%
51	O=C(NCc1ccc(Cl)cc1)c1ccc(CNc2c(N3CCCC3)c(=O)c2=O)cc1	11%	6%	?	7%	22%	30%	5%	-5%	-3%

# Three entries from above, ordered by number of heavy atoms, rising.
cpd	SMILES	TrxR1 inh	Pin1 inhibitor	ALOX12 inh	Tb PGK inh	GLS inhibitor	HP1b binding inh	ERG Ets-DNA blk	JMJD2A Tudor inh	RGS4 inhibitor
5	COc1cc(C(=O)NNC(=O)c2ccoc2C)cc(OC)c1OC	1%	-3%	0%	3%	5%	45%[activator]	-1%	-13%	22%
35	CN1CCN(C(=O)OCCOCCOC(=O)N2CCN(C)CC2)CC1	12%[57.1 µM]	-2%	0%	i	-1%	19%	11%	-10%	11%
9	COc1cc(NC(=O)CN2C(=O)COc3ccc(S(=O)(=O)NC4CCCC4)cc32)cc(OC)c1	7%	0%	-9%	-1%	-5%	42%[activator]	0%	-2%	-17%

# Only part of the results is shown; rates above refer to the full screens.
